# Source: PubChem BioAssay
# FBW7 activator = FBW7 E3 ligase activators, primary screen, biochemical, AlphaScreen, human; F-box/WD repeat-containing protein 7 (Homo sapiens), Q969H0; AlphaScreen FBW7–phospho-cyclin E peptide binding, activator screen; normalized activity (activation), % at 26.1 µM; 0.13% of 650,000 active; in the data active means normalized activity above about 1.9%;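 further: purified mutant Fbw7 with reduced substrate affinity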
# Target sequence (Q969H0 whole entry, looked up): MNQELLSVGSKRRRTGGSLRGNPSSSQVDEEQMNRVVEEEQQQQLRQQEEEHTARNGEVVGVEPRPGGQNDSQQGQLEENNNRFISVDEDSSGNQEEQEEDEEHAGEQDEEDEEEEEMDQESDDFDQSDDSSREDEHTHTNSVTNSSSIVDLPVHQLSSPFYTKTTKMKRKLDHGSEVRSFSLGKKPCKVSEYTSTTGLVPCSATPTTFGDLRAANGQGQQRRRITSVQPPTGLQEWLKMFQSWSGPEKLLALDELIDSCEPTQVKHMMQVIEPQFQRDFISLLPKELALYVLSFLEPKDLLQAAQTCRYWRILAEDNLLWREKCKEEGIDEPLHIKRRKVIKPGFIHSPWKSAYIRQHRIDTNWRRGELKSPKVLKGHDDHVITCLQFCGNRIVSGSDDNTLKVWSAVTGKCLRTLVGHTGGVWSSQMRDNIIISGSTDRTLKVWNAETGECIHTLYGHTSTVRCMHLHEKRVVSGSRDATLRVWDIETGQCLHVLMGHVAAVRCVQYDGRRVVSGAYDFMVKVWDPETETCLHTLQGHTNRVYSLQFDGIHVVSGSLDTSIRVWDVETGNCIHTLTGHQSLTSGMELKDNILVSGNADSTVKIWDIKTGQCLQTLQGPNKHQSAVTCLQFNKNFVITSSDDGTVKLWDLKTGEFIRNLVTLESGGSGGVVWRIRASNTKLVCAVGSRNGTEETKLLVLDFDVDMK
# GPR151 ag = activators of human GPR151, primary screen, cell-based, PathHunter beta-arrestin, luminescence; PathHunter beta-arrestin GPR151 cells; activation, % at 11.2 µM; 1% of 650,000 active; in the data active means activation above about 4.9%;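 further: 0% = median of compound wells and 100% = cells with positive control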
# TEAD-YAP inh = TEAD-YAP interaction inhibition, primary screen, TEAD-YAP interaction inhibitor project, luminescence, HEK-TIYL cells; TEAD-Gal4/YAP UAS-luciferase luminescence; inhibition, % at 9.12 µM; 1.4% of 640,000 active; in the data active means inhibition above about 32%;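 further: 0% = median of test compound wells and 100% = reference inhibitor wells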
# MITF primary = MITF inhibitors, primary screen, biochemical, AlphaScreen, human; AlphaScreen MITF homodimerization, bead proximity signal; AID 1259374, 2018; inhibition, % at 2.6 µM; 0.91% of 650,000 active; in the data active means inhibition above about 50%;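 further: 0% = vehicle wells with protein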
# Active calls of the source: *; . = not tested or not shown; & = joins results of further samples; ! = not active in a repeat.
SMILES,FBW7 activator,GPR151 ag,TEAD-YAP inh,MITF primary
CC(C)c1nnc(SCC(=O)Nc2ccc(Cl)cc2)n1C,0.0,1.0,1.9,1.9
NC(=O)c1ccsc1NC(=O)COC(=O)c1ccc([N+](=O)[O-])o1,0.0,-0.6,14.7,12.7
COc1ccc(-c2nnc3ccc(SCc4ccccc4)nn23)cc1OC,-0.2,5.6*,-8.1,-3.4
N#CC1(C#N)C2CCCCC23OC(=N)C1(C#N)C(c1ccncc1)O3 (centres undefined),-0.1,1.3,-8.3,1.6
O=C(c1cccc2ccccc12)N1CCN(Cc2c[nH]c3ccccc23)CC1,0.2,0.8,9.6,47.8
COc1ccc(-c2nnc(SCC3CCCO3)n2C)cc1 (centres undefined),0.0,2.9,-20.1,6.8
COc1ccccc1NC(=O)C(Cc1c[nH]c2ccccc12)NC(=O)Oc1ccccc1 (centres undefined),-0.1,3.3,-2.8,-1.3
CC(C)c1ccc(-c2c(N3CCN(c4ccccn4)CC3)c(=O)c2=O)cc1,-0.2,-1.1,-1.0,1.2
CC1CCN(c2ncnc3sc4c(c23)CCC(C)C4)CC1 (centres undefined),0.1,4.3,-5.7,6.9
CCc1ccc(C(=O)Nc2nc(C)cs2)s1,0.4,-0.9,-41.8,14.6
C=CCn1c(COc2ccccc2OC)n[nH]c1=S,0.0,0.5,-0.6,3.8
C=CCn1c(-c2cccc(OC)c2)n[nH]c1=S,0.5,-0.9,4.2,15.4
C=CCc1cc(Cl)ccc1OCCCNCCN,0.6,-1.2,14.6,22.5
CCCN1CCN(c2cc(Nc3ccc(OC)cc3)c3c4c(onc24)-c2ccccc2C3=O)CC1,-0.3,0.6,4.0,12.6
COc1cc2nc(-c3cccc(N)c3)nc(N)c2cc1OC,-0.1,1.9,6.1,-0.8

# Next section (3 carried over from the part before).
SMILES,FBW7 activator,GPR151 ag,TEAD-YAP inh,MITF primary
C=CCc1cc(Cl)ccc1OCCCNCCN,0.6,-1.2,14.6,22.5
CCCN1CCN(c2cc(Nc3ccc(OC)cc3)c3c4c(onc24)-c2ccccc2C3=O)CC1,-0.3,0.6,4.0,12.6
COc1cc2nc(-c3cccc(N)c3)nc(N)c2cc1OC,-0.1,1.9,6.1,-0.8
CCOc1ccc2nc(N3CCC(C(=O)Nc4ccc(OC)cc4)CC3)sc2c1,-0.1,1.7,8.6,7.6
CCOP(=O)(OCC)C1(Nc2ccccc2)CCCCC1,-0.1,0.2,11.3,1.7
O=C(Nc1ccccc1F)C1c2ccccc2C(=O)N2CCc3ccccc3C12 (centres undefined),0.1,3.3,-9.7,-16.1
CCN(CC)c1nc(NCCOc2ccccc2)nc(Nc2nccc3ccccc23)n1,-0.1,2.6,19.2,2.3
O=C(Cc1cccs1)NCCS(=O)(=O)N1CCN(c2ccccn2)CC1,0.0,2.4,9.9,-0.5
O=C(Nc1cccc(C(=O)O)c1)/C(=C\c1ccco1)NC(=O)c1ccc(Br)o1,-0.1,0.4,2.4,16.3
O=C(Nc1ccccc1C(F)(F)F)c1ccc(F)c(S(=O)(=O)NCCc2ccccc2)c1,0.1,0.1,14.5,0.3
COc1cc(C#N)ccc1OCC(=O)Nc1ccc(C)c(S(=O)(=O)N2CCOCC2)c1,-0.1,-0.8,-6.3,9.8
COc1cccc(CNC(=O)c2cnn3c(C)c(Cc4c(C)cc(C)cc4C)c(C)nc23)c1,0.5,2.9,4.3,9.9
C[C@]1(O)NC(C(C#N)C#N)=C(C#N)[C@H](c2ccc(F)cc2)[C@H]1[n+]1ccccc1,0.1,2.6,-6.4,-5.7
CC(=O)N1CCC(C(=O)NCc2cc3ccccc3s2)CC1,-0.1,2.0,5.9,-4.7
COc1ccc(CCN(C)C(=O)CCC2(C)CCC(=O)N2)cc1OC (centres undefined),0.1,3.1,9.3,-12.8
O=c1ccc(-c2ccc(F)cc2)cn1Cc1ccc(F)cc1F,0.5,1.3,0.0,9.1
CCN1CCN(CCCNC(=O)C2c3ccccc3C(=O)N(C)C2c2ccc(OC)cc2)CC1 (centres undefined),0.0,1.9,11.7,2.8
Cc1ccc(/C=N/c2ncn[nH]2)c(O)c1,0.1,0.1,4.6,3.2

# Brought forward from above: three entries; new compounds follow.
SMILES,FBW7 activator,GPR151 ag,TEAD-YAP inh,MITF primary
O=c1ccc(-c2ccc(F)cc2)cn1Cc1ccc(F)cc1F,0.5,1.3,0.0,9.1
CCN1CCN(CCCNC(=O)C2c3ccccc3C(=O)N(C)C2c2ccc(OC)cc2)CC1 (centres undefined),0.0,1.9,11.7,2.8
Cc1ccc(/C=N/c2ncn[nH]2)c(O)c1,0.1,0.1,4.6,3.2
CCOc1ccc(N2C(=O)CS(=O)(=O)C2c2ccc([N+](=O)[O-])cc2)cc1 (centres undefined),0.9,-0.2,-5.0,19.8
FC(F)(F)c1c2c(nc3cc(-c4ccc(Cl)cc4)nn13)CCCC2,0.8,0.3,-6.6,-7.2
CCOc1ccc(-c2cn(-c3ccc(OC)cc3)c(SCC(=O)Nc3ccccc3C)n2)cc1,0.1,2.6,-24.2,3.3
Cc1ccc2nc(-c3ccc(NC(=O)CNCc4cccnc4)cc3)sc2c1,-0.1,-0.9,-28.1,2.3
CC1CN(C2CCN(Cc3ccc(Br)cc3)CC2)CC(C)O1 (centres undefined),-0.2,2.0,5.3,45.8
CCn1cc(C(=O)NC2CC3(CCCC3)Oc3ccccc32)c(C)n1 (centres undefined),0.0,-0.3,-7.9,0.8
Clc1ccccc1N1CCN(c2nc(Cc3ccccc3)nc3sc4c(c23)CCCC4)CC1,0.0,-0.9,-5.7,3.6
CC(C)(C)n1ncc2c(=O)n(Cc3ccc(Cl)cc3Cl)cnc21,0.1,-0.9,-4.5,4.7
Cn1c(N)c(C(=O)COC(=O)C2CCC(C(C)(C)C)CC2)c(=O)n(C)c1=O (centres undefined),0.6,0.6,4.9,11.7
Nc1nc2ccccc2n1/N=C/c1ccc([N+](=O)[O-])o1,0.2,-0.5,3.3,20.0
O=C1CC(NCCC2=CCCCC2)C(=O)N1c1ccc(Br)cc1 (centres undefined),1.0,1.6,12.8,26.0
O=C1N[C@@H](Cc2ccc(Cl)cc2)C(=O)N2C[C@@H](NCc3cnn(-c4cccc(F)c4)c3)C[C@@H]12,0.0,-0.6,0.9,-6.6
COc1ccc(N)cc1N=Cc1ccc(C#N)cc1,-0.4,-1.4,-13.9,10.2
Cc1ccccc1CN(c1ccccc1C)S(C)(=O)=O,0.1,-0.3,-12.4,-8.9
COc1ccc(NC(=O)C(c2ccccc2)N(C)C(=O)CC2NC(=O)NC2=O)cc1 (centres undefined),0.3,-0.5,5.6,3.8
NC(=O)C1(N2CCCCC2)CCN(C(=O)NCc2ccccc2)CC1,-0.1,1.0,-2.9,2.6
CCN(CC)S(=O)(=O)c1ccc2c(c1)CCN2C(C)=O,-0.1,0.2,-1.6,-1.6
COc1ccc(N2CCN(C(=O)CCSc3ccc(C)cc3)CC2)cc1,-0.1,0.9,10.8,22.7
O=C(/C=C/c1cccc(Oc2ccccc2)c1)Nc1cccc([N+](=O)[O-])c1,0.1,1.8,-3.6,17.4
COCCCn1nnnc1SCC(=O)Nc1cccc(C)c1C,0.1,0.6,1.9,-3.8
CC12CC(NC(=O)N1CCc1ccccc1)c1cc(Cl)ccc1O2 (centres undefined),0.0,1.2,4.3,-9.4
CC(=O)Nc1ccc(CN2CCN(Cc3ccc(F)cc3)C(CCO)C2)cc1 (centres undefined),-0.1,-2.1,-6.8,-14.0
Cc1ccc(C2CC(c3cccs3)=NN2C(=O)CSc2nnc(CNC(=O)c3cccs3)n2-c2cc(C)ccc2C)cc1 (centres undefined),0.0,-1.3,1.8,8.1
CCN(CC)Cc1oc(C(C)(C)C)cc1C(=O)O,0.1,0.8,0.5,0.0
N#C/C(=C\c1ccc(Cl)c([N+](=O)[O-])c1)C(=O)Nc1ccc(N2CCOCC2)cc1,0.1,-1.8,7.9,11.5
CCOc1ccc(NS(=O)(=O)c2cccc(N)c2)cc1Br,-0.1,-0.2,-5.0,-2.1
CCOC(=O)c1c(NC(=O)c2noc(C)c2[N+](=O)[O-])sc(C)c1C,-0.1,-0.2,7.4,-2.2
COc1ccccc1C(=O)N1CCN2C(=O)[C@H](CO)N(C)C(=O)[C@H]2C1,-0.1,-0.1,-2.9,11.7
N#Cc1ccccc1S(=O)(=O)N1CCNC(=O)C1,0.1,-0.6,5.1,8.5
Cc1c(Nc2nc3nonc3nc2Nc2ccc(F)cc2)c(=O)n(-c2ccccc2)n1C,-0.1,-1.5,16.6,7.6
O=C1N[C@H](CO)C(=O)N2CCN(C(=O)c3cc(F)c(F)cc3F)C[C@H]12,0.0,1.3,4.5,-5.6
O=[N+]([O-])c1ccc(C(O)Cn2c(-c3ccccc3)csc2=Nc2ccccc2)cc1 (centres undefined),-0.4,1.2,-5.7,7.7
CSCCC(NC(=O)c1ccccc1)C(=O)OCC(=O)Nc1ccc(C)c(Cl)c1 (centres undefined),0.0,-1.1,21.6,4.1
Cc1ccc(C)n1-c1n[nH]c(=S)s1,-0.1,-1.5,-9.7,-14.1
CCOC(=O)/C(=N/O)C1=NC2(CCCC2)Cc2ccccc21,-0.1,1.1,2.8,18.7
COc1cccc(C(=O)NNS(=O)(=O)c2cccc([N+](=O)[O-])c2)c1,-0.1,1.1,4.3,-0.7
COc1ccc(NC(=O)c2cccnc2)cc1OCC(C)C,0.0,-0.8,-10.2,0.8
O/C(=C\c1nncn1-c1ccccc1)c1ccc(O)cc1O,0.2,3.4,3.0,4.9
Cc1ccc(CNC(=O)CSc2nc3ccccc3c(=O)n2CC2CCC(C(=O)NCCc3ccccc3)CC2)cc1 (centres undefined),0.1,-1.5,1.4,8.6
CCN1C(=O)c2cccc3c(S(=O)(=O)Nc4cc(C)on4)ccc1c23,0.4,1.0,-5.4,19.3
CCOC(=O)COc1ccc2ccccc2c1C1NC(=S)NC(c2ccccc2)=C1C(=O)OCC (centres undefined),-0.1,-1.3,0.2,8.6
O=C(NNS(=O)(=O)c1ccccc1[N+](=O)[O-])c1ccccc1,0.2,-1.0,3.8,13.8
O=C(CCc1nnc2ccc(N3CCOCC3)nn12)NCc1ccc2c(c1)OCO2,-0.2,-0.9,-10.2,-10.0
COc1cccc(C(=O)N2c3ccccc3N3C(c4c(C)c(C)cc(C)c4C)=NON23)c1,-0.1,0.6,0.6,-9.8
Cc1oc(C)c2c(=O)cc(-c3cccs3)cc(O)c12,-0.1,-0.7,-4.3,39.2
COCCNC(=S)N(CCCO)Cc1cc2ccc(C)c(C)c2[nH]c1=O,0.0,-0.2,2.5,0.9
CC(C)CC(=O)Nc1nnc(SCC(=O)Nc2ccccc2F)s1,-0.1,2.8,-0.2,10.9
COc1ccc2c(c1)C1CC(c3ccccc3)=NN1C(c1ccccc1)O2 (centres undefined),-0.2,0.4,-47.7,0.0
O=C(CSc1nc(-c2ccccc2)c2ccccc2n1)NCc1ccc2c(c1)OCO2,0.0,-1.2,8.4,15.7
CN(C)CCCNc1oc(-c2ccccc2)nc1C#N,0.0,-2.3,-11.5,14.1
Cc1ccc(OCC(=O)Nc2cccc(-c3nc4ccccc4o3)c2)cc1C,0.0,0.9,2.5,-4.3
Nc1ccc(N2CCCC2)c(S(=O)(=O)Nc2cccc(C(F)(F)F)c2)c1,0.0,-0.2,-2.5,11.1
COc1ccc(/C(C)=N/Nc2ccc(Cl)c(C(=O)O)c2)c(O)c1,-0.2,1.8,-61.8,-0.3
COc1ccc(NC(=O)c2ccccc2SC)c2ccccc12,0.0,0.6,-3.0,3.4
CNC(=O)c1ccsc1NC(=O)c1cccc(Cl)c1,0.2,3.4,-3.8,5.5
CCCCC1(C)NC(=S)N(C)N1 (centres undefined),0.1,-0.4,-1.0,11.7
Cn1c(=O)c2c(nc(N3CCc4ccccc4C3)n2Cc2ccccc2F)n(C)c1=O,0.0,-0.3,0.3,-6.1
CCOc1ccc(N(C(C)C(=O)Nc2ccc3c(c2)OCO3)S(C)(=O)=O)cc1 (centres undefined),0.2,-0.9,4.6,13.8
CCOC(=O)c1cc2occc2n1CC(=O)Nc1ccc(F)c(Cl)c1,0.0,0.3,1.4,9.5
CN(C)CCN1CCN(c2cc(-c3ccc(C(=O)O)cc3)nc3ccnn23)CC1,0.0,0.4,1.4,5.3
# (listing goes on)
SMILES,FBW7 activator,GPR151 ag,TEAD-YAP inh,MITF primary
COc1cc(C2NC(=O)NC3=C2C(=O)N(CC2CCCO2)C3)ccc1O (centres undefined),0.0,0.0,-1.7,-3.1
O=C(COc1ccccc1)N1CCN=C1SCc1ccc(F)cc1,0.7,-1.1,8.4,11.5
CCOC(=O)c1c(CN2CCC(C)CC2)n(-c2ccccc2)c2cc(Br)c(OC(C)=O)cc12,-0.1,-1.6,-8.2,-3.3
C[C@H]1C[C@@H]2[C@H]([C@@H](O)C[C@@]3(C)[C@H]2CC[C@]3(O)C(=O)CO)[C@@]2(C)C=CC(=O)C=C12,0.1&-0.1,6.9*!,.,3.3&0.6
O=c1[nH]c(=S)[nH]c2c1C1(CCCC1)Cc1ccccc1-2,0.1,-1.5,9.6,4.3
C/C=C/C(=O)NCC1OCCc2ccccc21 (centres undefined),-0.3,1.0,-1.2,2.6
Cc1nc2ncccc2cc1C(=O)NCc1ccncc1,0.0,-1.3,17.5,-4.8
